# Screens: PubChem, several laboratories
# NOD2 inhibition – inhibition of NOD2-driven NF-kB reporter – cell-based, luminescence, uHTS, HEK293 (AID 1566); inhibition, % at 4 µM; hits with a dose series show EC50 in µM; 290,000 tested, 0.63% active; HEK293 NOD2/NF-kB luciferase reporter, luminescence; higher % means a stronger effect; further: many of its hits are not listed in these tables
# SV40 large T antigen – TAg ATPase/helicase activity blockers – biochemical (AID 1903) | SV40 large T antigen ATPase/helicase inhibition assay; higher % means a stronger effect | one-dose inhibition, % at 20 µM; IC50 in µM for titrated hits | 310,000 tested, 0.39% active; in the data active means a potency from the dose series; inconclusive means inhibition mostly from about 32% at the one dose, without a potency; inactive means the rest, 99 in 100 with inhibition below about 32%; further: strong numbers were not always called active
# HIV peptide binding – cell-free HIV fusion peptide-binding blockers – biochemical, uHTS, fluorescence dequenching, primary screen (AID 1986) | cell-free peptide binding, fluorescence dequenching, 30 min; higher % means a stronger effect | 290,000 tested, 0.3% active | inhibition, % at 20 µM; hits with a dose series show IC50 in µM; in the data active means inhibition mostly above about 52%, no sharp cut-off; inactive means mostly below about 76%; further: some results filed as inactive read as strong as hits
# KOR beta-arrestin-1 – kappa opioid receptor activators – cell-based, luminescence, uHTS, primary screen (AID 1777). KOR beta-arrestin recruitment, luminescence; higher % means a stronger effect. one-dose activation, % at 10 µM; EC50 in µM for titrated hits. 280,000 tested, 0.02% active; in the data active means activation above about 50%, passing the limit was not always enough; further: a part of the inactive calls stands beside numbers as strong as those of hits
# GPR55 activation – GPR55 agonists via beta-arrestin recruitment, primary screen, imaging, U2OS cells, beta-arrestin-GFP redistribution (AID 1961); U2OS GPR55 beta-arrestin-GFP redistribution imaging; higher % means a stronger effect; 290,000 tested, 0.048% active; activation, % at 10 µM, or EC50 in µM where a hit was titrated;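 active means activation above 40% with more than 50 cells counted in the well; inconclusive means wells holding fewer than 50 cells, flagged as toxic or sparse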;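 further: U2OS osteosarcoma cells stably expressing GPR55 and beta-arrestin-GFP; plate controls were DMSO negative control for no effect and LPI positive control for full effect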
# MgcRacGAP inhibition – MgcRacGAP GTPase-activating activity inhibitors, confirmation, biochemical, ADP Hunter fluorescence | AID 624330 | inhibition, % at 30 µM, or IC50 in µM where a hit was titrated | 340,000 tested, 0.6% active | MgcRacGAP-stimulated Rac1 GTP hydrolysis, ADP Hunter fluorescence; higher % means a stronger effect; GST-tagged Rac1 F28L mutant substrate;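 active means first-screen hits whose inhibition reached a set limit at any dose in the follow-up dose series; inconclusive means inhibition above the set first-screen limit but never retested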;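 further: fluorescence reports GDP produced by GAP-driven GTP hydrolysis; strong numbers were not always called active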
# KOR beta-arrestin-2 – kappa opioid receptor blockers – cell-based, luminescence, uHTS (AID 1778) | KOR beta-arrestin recruitment, luminescence, antagonist mode; higher % means a stronger effect | one-dose inhibition, % at 10 µM; IC50 in µM for titrated hits | 290,000 tested, 0.091% active; further: strong numbers were not always called active
# NOD1 NF-kB reporter – inhibition of NOD1-driven NF-kB reporter – cell-based, luminescence, uHTS, primary screen (AID 1578); NOD1-driven NF-kB luciferase reporter cells, luminescence; higher % means a stronger effect; one-dose inhibition, % at 4 µM; EC50 in µM for titrated hits; 290,000 tested, 1% active; in the data active means inhibition mostly above about 36%, no sharp cut-off; inactive means mostly below about 34%;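 further: HEK-293T reporter cells stimulated with the NOD1 agonist gamma-tri-DAP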
# GPR55 LPI antagonism – inhibition of LPI-stimulated GPR55 beta-arrestin translocation – imaging, U2OS, beta-arrestin-GFP, LPI agonist, primary screen (AID 2013). U2OS GPR55 beta-arrestin-GFP translocation imaging, LPI antagonism; higher % means a stronger effect. 290,000 tested, 0.13% active. inhibition, % at 10 µM, or IC50 in µM where a hit was titrated;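 active means spots per cell inhibited over 60%, with over 100 cells counted and total cytoplasm intensity under 500,000; inconclusive means wells with under 100 cells, flagged as likely toxic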;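 further: U2OS cells stably carrying GPR55 and arrestin-GFP stimulated by 5 µM LPI near EC80; imaged beta-arrestin-GFP aggregate spots per cell after agonist stimulation; plate controls were LPI-stimulated DMSO wells for no effect and DMSO wells without LPI for full effect; some results filed as inactive read as strong as hits; confirmed hits need IC50 under 10 µM and bright autofluorescent wells are also inconclusive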
# The depositor's hits bear a star; ? = inconclusive; . = no result given; [ ] = remark or other dose. Unless noted, no stated cut-off is given here; in the data, active means inhibition above about 50%; inactive means the rest. These rows are one share of the data; rates above refer to the full screens.
SMILES,NOD2 inhibition,SV40 large T antigen,HIV peptide binding,KOR beta-arrestin-1,GPR55 activation,MgcRacGAP inhibition,KOR beta-arrestin-2,NOD1 NF-kB reporter,GPR55 LPI antagonism
CCOC(=O)c1nc2cc3n(c(CC(C)C)c-2c1C)CC(C)=C3C,1%,13%,5.6%,-1.5%,-0.3%,13%,-28%,-42%,2%
COc1ccc(CNC(=O)CSc2nnc(NC(=O)c3ccccc3F)s2)cc1,-65%,2%,0.9%,-2.4%,-0.1%,6%,-1%,-53%,-8%
COc1ccc(N=C2SC(CC(=O)Nc3ccccc3OC)C(=O)N2Cc2ccco2)cc1 (stereo not drawn),-1%,0%,17%,6.5%,0.1%,4%,38%,20%,6%
Fc1ccccc1C1c2[nH]c3ccccc3c2CCN1CCCn1cccn1 (stereo not drawn),-15%,5%,-1.8%,1.8%,-0.3%,5%,24%,44%,10%
CCN(CC)CC#CCC(O)(c1ccccc1)C1CCCCC1 (stereo not drawn),13%,7%,2.2%,.,0.0%,5%,-12%[20 µM],-27%,14%
C=CCNc1nc(N)c([N+](=O)[O-])c(NCCO)n1,1%,6%,1.7%,-3.7%,0.5%,-5%,-19%,-9%,-14%
CCN1CCN(CCC(=O)Nc2ccc3c(c2)OCO3)CC1,8%,4%,3.0%,1.5%,-0.4%,-6%,-11%,-33%,-3%
COc1ccc(/C=N/NC(N)=S)cc1OC(=O)c1cccc2ccccc12,-53%,-3%,1.6%,0.6%,0.8%,2%,-46%,-1%,7%
COc1cc(/C=N/Nc2nc(=O)[nH]nc2C)ccc1O,18%,6.4µM*,0.4%,4.9%,0.6%,?,4%,-9%,-11%
Cc1cccc(C(=O)NC2CCN(CC(=O)NCc3ccccc3F)CC2)c1,-7%,4%,0.3%,-4.1%,-0.1%,3%,-16%,2%,12%
Cc1cc(C)n(CCc2nc(-c3cc4ccccc4o3)cs2)n1,-9%,16%,1.3%,2.1%,-0.2%,2%,21%,7%,8%
COc1ccc(/C=C2/CCCC(C(=O)C(F)(F)F)=C2O)cc1OC,-7%,9%,0.4%,-2.7%,0.0%,7%,-15%,-12%,12%
O=C(NCc1nc2ccccc2[nH]1)C1=C[C@H](c2ccccc2)C[C@H](OCCCCO)O1,19%,18%,1.7%,5.8%,-0.1%,8%,-4%,-3%,3%
CCOc1ccc(-n2c(SCC(N)=O)nc3c(c2=O)SCC3)cc1,-11%,1%,-1.3%,4.2%,-0.1%,4%,-19%,-11%,5%
COc1ccc(-c2coc3cc(O)cc(O)c3c2=O)cc1OC,-15%,7%,-1.4%,2.1%,0.6%,8%,-23%,-2%,0%
C=CCN(c1ccccc1)S(=O)(=O)c1cc2c(cc1C)N(C)CCO2,-25%,19%,-3.6%,.,-0.1%,11%,2%[20 µM],-1%,16%
CN(CC(=O)Nc1ccccc1C(F)(F)F)C(=O)c1cc([N+](=O)[O-])ccc1N1CCOCC1,4%,11%,1.0%,-6.0%,0.0%,5%,25%,-29%,13%
Cc1ccc(O)c(NC2=C(Cl)C(=O)N(Cc3ccccc3)C2=O)c1,6%,16%,20%,-5.8%,0.2%,11%,11%[20 µM],-18%,6%
CC(C)Oc1ccc(OCCCN2CCCCCC2)cc1,-11%,9%,2.4%,-3.9%,-0.2%,21%,-15%,-17%,12%
Cc1nn(C)cc1/C=N\NC(=O)c1csc2c1CCCC2,-18%,11%,-1.3%,-3.3%,0.0%,5%,26%,8%,7%
CCC1=NN(C(=O)Cc2ccc(OC)c(OC)c2)C(O)(C(F)(F)F)C1 (stereo not drawn),3%,-5%,-1.9%,-0.5%,1.4%,2%,-11%,-36%,0%
CCOc1ccc(S(=O)(=O)/N=C(/Nc2ccc(OC)cc2)c2ccccc2)cc1,0%,27%,-0.3%,2.3%,0.2%,4%,16%,-25%,3%
CCOc1ccc(NS(=O)(=O)c2cc(OC)ccc2OC)cc1,13%,1%,-1.3%,-5.2%,-0.1%,5%,-13%,21%,7%
O=C(NCc1ccccn1)c1cc(-c2ccccc2Cl)nc2ccccc12,13%,5%,-1.3%,-1.2%,-0.4%,5%,-27%,12%,-12%
O=C(/C=C/c1cccs1)N1CCN(c2ccc(O)cc2)CC1,-50%,?,7.7%,-4.8%,-0.3%,?,34%,-44%,-9%

# Profiles from above:
# CC(C)Oc1ccc(OCCCN2CCCCCC2)cc1 is entered as NOD2 inhibition: -11%; SV40 large T antigen: 9%; HIV peptide binding: 2.4%; KOR beta-arrestin-1: -3.9%; GPR55 activation: -0.2%; MgcRacGAP inhibition: 21%; KOR beta-arrestin-2: -15%; NOD1 NF-kB reporter: -17%; GPR55 LPI antagonism: 12%
# COc1ccc(N=C2SC(CC(=O)Nc3ccccc3OC)C(=O)N2Cc2ccco2)cc1 (stereo not drawn) is entered as NOD2 inhibition: -1%; SV40 large T antigen: 0%; HIV peptide binding: 17%; KOR beta-arrestin-1: 6.5%; GPR55 activation: 0.1%; MgcRacGAP inhibition: 4%; KOR beta-arrestin-2: 38%; NOD1 NF-kB reporter: 20%; GPR55 LPI antagonism: 6%

# Part of the list above, showing only HIV peptide binding:
Structure | HIV peptide binding
Cc1ccc(O)c(NC2=C(Cl)C(=O)N(Cc3ccccc3)C2=O)c1 | 20%
COc1ccc(-c2coc3cc(O)cc(O)c3c2=O)cc1OC | -1.4%
COc1ccc(N=C2SC(CC(=O)Nc3ccccc3OC)C(=O)N2Cc2ccco2)cc1 (stereo not drawn) | 17%
CCOc1ccc(-n2c(SCC(N)=O)nc3c(c2=O)SCC3)cc1 | -1.3%
Cc1nn(C)cc1/C=N\NC(=O)c1csc2c1CCCC2 | -1.3%

# Carrying on.
SMILES,NOD2 inhibition,SV40 large T antigen,HIV peptide binding,KOR beta-arrestin-1,GPR55 activation,MgcRacGAP inhibition,KOR beta-arrestin-2,NOD1 NF-kB reporter,GPR55 LPI antagonism
CC(NC(=S)NC1CCCCC1)C(c1ccccc1)N1CCOCC1 (stereo not drawn),10%,2%,-0.9%,5.7%,-0.1%,3%,-15%,-16%,22%
Cc1cc(C)n(C(=O)CNc2cccc(Cl)c2C)n1,12%,3%,0.3%,-0.3%,-0.1%,6%,8%,-23%,1%
CC(=O)Nc1cc(C(F)(F)F)ccc1OCC1CCCO1 (stereo not drawn),-11%,9%,0.2%,-0.2%,-0.2%,5%,18%,-15%,4%
Cc1ccnc(NC(=O)c2ccc(NC(=O)c3ccco3)cc2)c1,-71%,4%,1.4%,-1.3%,1.3%,4%,4%,-45%,9%
NC(=O)C(CC(=O)O)NC(=O)[C@@H]1CCCCNc2c(I)cc([N+](=O)[O-])cc2C(=O)N[C@@H](CO)C(=O)NCC(=O)N1 (stereo partly drawn),11%,15%,24%,-1.9%,-0.3%,.,-4%,-19%,6%
CN1C(=O)c2ccc(NC(=O)c3cccc(N4C(=O)CCC4=O)c3)cc2C1=O,5%,-13%,-1.4%,-0.3%,-0.1%,0%,-8%,-11%,12%
COc1ccc(S(=O)(=O)N(CC(=O)O)Cc2ccccc2)cc1OC,6%,-4%,-3.8%,1.0%,0.3%,1%,4%,-10%,16%
COc1ccc(CN(CC(=O)NCCc2ccccc2)C(=O)CCC(=O)Nc2ccccn2)cc1,-4%,5%,2.0%,11%,0.5%,13%,4%,28%,-3%
C=CCn1cc(-c2cccc(C(F)(F)F)c2)cc(C#N)c1=O,-9%,-2%,-0.9%,-8.8%,-0.3%,-1%,10%,-14%,-6%
CN(C)S(=O)(=O)N1CCC(Oc2ccc(C(=O)NC3CCCCC3)cc2)CC1,-2%,4%,2.2%,0.1%,0.6%,8%,9%,-25%,3%
C=CCOc1ccccc1CNc1ccc2[nH]c(=O)[nH]c2c1,15%,19µM*,-1.3%,.,0.5%,?,-21%[20 µM],-5%,4%
COc1ccccc1CNC(=O)CS(=O)Cc1nc(-c2ccccc2C)oc1C (stereo not drawn),-2%,3%,-1.1%,12%,0.2%,3%,-19%,-2%,-3%
CS/C(=N\S(=O)(=O)c1cccs1)Nc1cccc(Cl)c1C,17%,10%,-0.4%,-0.8%,-0.4%,-10%,6%,32%,3%
Cc1onc(-c2ccccc2)c1C(=O)N/N=C/C=C/c1ccccc1,18%,3%,-1.6%,-5.2%,-0.4%,.,13%,0%,8%
O=C(CSc1nnc(C2CC2)n1-c1ccccc1)NCCN1C(=O)CSC1=O,12%,6%,-2.0%,-3.9%,0.1%,-2%,-15%,-23%,11%
Cc1cc(C)c2[nH]c(C)c(CN3CCCCCC3)c(=O)c2c1,30%,3%,0.0%,-3.3%,-0.2%,4%,4%,10%,-6%
CCOc1cc(S(=O)(=O)n2ccnc2)ccc1Br,9%,5%,-0.4%,-3.5%,-0.1%,8%,-15%,-13%,6%
CC1CCCN(S(=O)(=O)c2ccc(C(=O)Nc3nnc(-c4ccccc4Cl)o3)cc2)C1 (stereo not drawn),33%,1%,8.2%,-0.8%,-0.2%,0%,-5%,48%,5%
COCCNC(=O)CN(Cc1ccccc1)S(=O)(=O)c1ccc2nc(C)sc2c1,10%,24%,0.9%,-1.8%,-0.1%,15%,24%,-2%,-8%
O=C(O)CCS(=O)(=O)Cc1ccccc1F,-23%,11%,0.3%,-1.1%,-0.1%,-1%,33%,9%,0%
CC(C)n1c(SCC(=O)NC2CC2)nnc1C1CC1,-4%,12%,-0.9%,4.0%,0.0%,7%,17%,-15%,14%
COc1ccc(C2N=C(c3ccccc3)C(C)(C)N2O)cc1 (stereo not drawn),11%,2%,-0.8%,-2.5%,0.3%,4%,-6%,-3%,-6%
O=C(NCCc1ccccc1Cl)c1cc(COc2ccc(F)cc2F)on1,20%,6%,2.9%,11%,-0.1%,8%,-10%,-4%,87%
Cc1noc(NS(=O)(=O)c2ccc(NC(=O)NC(C)(C(F)(F)F)C(F)(F)F)cc2)c1C,8%,6%,3.8%,-0.6%,0.2%,-8%,-7%,2%,3%
CCn1cc(C(=O)N(C)c2ccc(OC)cc2)c2cc(OC)c(OC)cc2c1=O,5%,2%,-0.8%,-1.5%,0.0%,1%,-7%,-2%,2%
Cc1cc(C(=O)N2CCN(C(c3ccccc3)c3ccccc3)CC2)on1,8%,-6%,-0.5%,16%,-0.1%,4%,3%,5%,-17%
Cc1cc(C(=O)NNC(=S)NCC(C)C)cs1,10%,33%,0.2%,1.6%,0.5%,10%,-10%,5%,7%
c1ccc2c(OCCCN3CCCCCC3)cccc2c1,-47%,9%,2.7%,1.7%,-0.3%,27%,-63%[20 µM],-21%,22%
